LEDGF integ inh – blockers of LEDGF/p75-dependent integrase strand transfer – biochemical, TR-FRET, high throughput, primary screen | TR-FRET IN-LEDGF/p75 DNA integration, Eu/Cy5 | HIV-1 integrase (with human LEDGF/p75) | AID 743269, 2014 | inhibition, % at 3.7 µM | actives 0.64% (n = 370,000);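 active means inhibition above the screen-wide mean plus 3 SD, cut at about 13% in these data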;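 further: signal is the Cy5 over europium emission ratio at 671 and 618 nm; 0% = plate median of compound wells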
PRMT1 FP inh – PRMT1 methyltransferase inhibitors, primary screen, biochemical, fluorescence polarization | actives 1.3% (n = 370,000) | inhibition, % at 2.79 µM | Protein arginine N-methyltransferase 1 (Homo sapiens), Q99873 | recombinant PRMT1, activity-based probe fluorescence polarization;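 active means inhibition above about 21% made by adding two undisclosed values, limit read from the data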
Target sequence (Q99873 whole entry, looked up): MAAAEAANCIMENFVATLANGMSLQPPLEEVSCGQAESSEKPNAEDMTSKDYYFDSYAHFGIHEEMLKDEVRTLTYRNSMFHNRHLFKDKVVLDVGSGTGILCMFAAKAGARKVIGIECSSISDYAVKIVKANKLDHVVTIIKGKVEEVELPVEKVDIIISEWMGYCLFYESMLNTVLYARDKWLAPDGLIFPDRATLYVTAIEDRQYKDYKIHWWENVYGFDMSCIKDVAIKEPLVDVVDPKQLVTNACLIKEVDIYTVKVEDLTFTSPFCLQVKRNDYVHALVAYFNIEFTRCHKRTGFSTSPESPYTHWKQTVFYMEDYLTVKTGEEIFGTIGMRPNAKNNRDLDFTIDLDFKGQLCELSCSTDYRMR
SIAE primary – human SIAE inhibitors, primary screen, biochemical, fluorescence polarization, FP-Rh probe, 1536-well HTS | SIAE FP-Rh probe binding | inhibition, % at 9.66 µM | actives 0.69% (n = 370,000) | AID 1053197, 2014;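 active means inhibition above a cutoff: mean of compounds within the control limits plus 3 SD of those, cut at about 17% in these data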;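 further: 0% = plate median of compound wells and 100% = probe without SIAE protein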
proKLK7 act – proKLK7 zymogen activators, primary screen, biochemical, fluorescence intensity; actives 0.9% (n = 370,000); purified proKLK7, EDANS-DABCYL substrate fluorescence; 100% is mature enzyme control, 0% vehicle; activation, % at 7 µM;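 active means activation above the mean of all tested compounds plus 3 SD, computed per campaign excluding outliers beyond control limits, cut at about 13% in these data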
Target sequence (P49862 whole entry, looked up): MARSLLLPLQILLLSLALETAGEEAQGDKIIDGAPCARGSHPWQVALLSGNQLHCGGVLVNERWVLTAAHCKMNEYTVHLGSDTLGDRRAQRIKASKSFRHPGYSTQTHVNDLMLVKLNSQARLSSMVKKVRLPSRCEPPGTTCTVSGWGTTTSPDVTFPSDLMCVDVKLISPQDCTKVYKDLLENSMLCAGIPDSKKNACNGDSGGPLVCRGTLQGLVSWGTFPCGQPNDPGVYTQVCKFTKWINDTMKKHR
TCR-CD3 inh – inhibitors of human TCR-CD3 interaction, primary screen, biochemical, fluorescence, TAMRA-labeled TCR probe; T-cell receptor (TCR); inhibition, % at 9.4 µM; actives 0.37% (n = 360,000); AID 651800, 2012; in the data active means inhibition above about 19%;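 further: recombinant mutant TCR 2C K166C tagged with TAMRA read by polarization; 0% = receptor in buffer alone and 100% = receptor with positive control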
MBD2 DNA inh – inhibitors of MBD2 binding to methylated DNA, primary screen, biochemical, TR-FRET, DNA-binding domain, human; MBD2 binding to methylated oligonucleotide; inhibition, % at 4.4 µM; actives 0.31% (n = 370,000); AID 686964, 2013; in the data active means inhibition above about 13%
TDP2 absorb – human TDP2 enzyme inhibitors, primary screen, biochemical, epi absorbance, recombinant enzyme; Tyrosyl-DNA phosphodiesterase 2 (Homo sapiens), O95551; T5PNP hydrolysis, p-nitrophenol absorbance 415 nm; inhibition, % at 12.8 µM; actives 0.34% (n = 370,000); AID 720702, 2013;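 active means inhibition above the mean of all tested compounds plus 3 SD, set per campaign, cut at about 25% in these data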;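 further: 0% = DMSO with enzyme and 100% = buffer with substrate but no TDP2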
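Material: recombinant human TDP2; quantity: TDP2 enzyme at 120 nM final; medium: Tris-HCl pH 7.5 with MgCl2; compound: single concentration, 12.8 µM nominal, with 1% DMSO; incubation: 2 h enzyme incubation at 37 °C; signal: epi absorbance; measure: percent inhibition; benchmarks: high control without enzyme, low control DMSO plus TDP2; repeats: singlicate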
DDE Tn6 FP inh – inhibitors of Tn6 peptide binding to fibrin DD(E), primary screen, biochemical, fluorescence polarization, human fibrin, Tn6 probe; Fibrinogen beta chain (Homo sapiens), P02675; Fibrin DD(E) TRITC-Tn6 fluorescence polarization displacement; inhibition, % at 8.3 µM; actives 0.21% (n = 370,000); AID 720509, 2013;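 active means inhibition above a per-campaign cutoff: mean of compounds within control limits plus 3 SD, cut at about 15% in these data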;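 further: 0% = median of all compound wells on the plate and 100% = blocking peptide control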
Target sequence (P02675 whole entry, looked up): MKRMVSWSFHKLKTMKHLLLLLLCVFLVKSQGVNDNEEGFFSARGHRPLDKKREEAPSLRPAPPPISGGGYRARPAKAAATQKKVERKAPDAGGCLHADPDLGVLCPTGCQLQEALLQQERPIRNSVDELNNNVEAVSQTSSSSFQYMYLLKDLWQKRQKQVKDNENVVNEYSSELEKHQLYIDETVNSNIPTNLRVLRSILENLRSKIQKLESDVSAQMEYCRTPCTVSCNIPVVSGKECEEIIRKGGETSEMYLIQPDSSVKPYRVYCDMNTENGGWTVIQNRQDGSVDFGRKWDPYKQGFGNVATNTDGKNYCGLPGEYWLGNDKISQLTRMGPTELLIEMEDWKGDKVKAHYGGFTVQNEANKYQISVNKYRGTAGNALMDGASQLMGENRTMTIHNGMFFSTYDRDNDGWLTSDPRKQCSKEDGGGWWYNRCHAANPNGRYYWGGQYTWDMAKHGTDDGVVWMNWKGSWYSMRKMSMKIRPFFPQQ
DDE Tn7 FP inh – inhibitors of Tn7 peptide binding to fibrin DD(E), primary screen, biochemical, fluorescence polarization, human fibrin, Tn7 probe. actives 0.13% (n = 370,000). Fibrinogen beta chain (Homo sapiens), P02675. inhibition, % at 8.3 µM. FP displacement of FITC-Tn7 peptide from fibrin DD(E); 0% = median of compound wells per plate;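 active means inhibition above the mean of compounds falling within the control limits plus 3 SD of them, cut at about 14% in these data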;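 further: 0% = plate median of compound wells and 100% = 10 µM Aha-Tn7 peptide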
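Assay system: human fibrin DD(E) protein / Input: 2 µM fibrin DD(E) / Benchmarks: high control of 10 µM Aha-Tn7 peptide / Measured by: fluorescence polarization of the labelled Tn7 tracer / Medium: Tris buffer with calcium and detergent, pH 7.8 / Timing: 10 min compound pre-incubation, 3 h probe incubation at room temperature / Repeats: one replicate per compound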
UHRF1 binding – UHRF1 methylated DNA binding inhibitors, primary screen, counter-screen for MBD2 inhibitor project, biochemical, TR-FRET, human UHRF1, single concentration | actives 0.75% (n = 370,000) | E3 ubiquitin-protein ligase UHRF1 (Homo sapiens), Q96T88 | inhibition, % at 4.4 µM | UHRF1 binding to methylated oligo; in the data active means inhibition above about 21%;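 further: UHRF1 SRA domain binding a hemimethylated CpG hairpin DNA probe; 0% = median of test compound wells and 100% = reference inhibitor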
* = called active by the depositor; nt = no result given.

SMILES	LEDGF integ inh	PRMT1 FP inh	SIAE primary	proKLK7 act	TCR-CD3 inh	MBD2 DNA inh	TDP2 absorb	DDE Tn6 FP inh	DDE Tn7 FP inh	UHRF1 binding
CN(C)c1ccccc1-c1csc(N2CCC(C(N)=O)CC2)n1	-1.3	-1.5	1.3	0.1	2.6	2.1	-5.6	8.5	2.1	1.0
Cc1cccc(C)c1NC(=S)N(CCN(C)C)C(C)c1ccccn1 (configuration not stated)	-3.0	-1.6	-1.3	-0.3	-3.6	1.9	1.1	5.8	-2.5	1.4
COc1cc(/C=N/NC(=O)CNC(=O)c2ccco2)ccc1O	-2.3	-3.5	3.4	-5.0	5.4	-0.4	-8.4	0.2	-1.3	0.7
CC(O)CNCCCOc1ccc(Cl)cc1C(C)(C)C (configuration not stated)	0.8	0.7	9.5	-0.6	6.8	-3.6	0.7	-6.5	2.8	1.4
Fc1ccc2nc(-c3ccc(CN4CCC5(CC4)CNc4ccccc45)cc3)c(-c3ccccc3)nc2c1	-3.8	2.8	-0.4	1.2	-6.2	0.7	-1.2	-4.3	-2.9	2.2
CNC(=O)NCCN1CCCC1=O	0.0	-0.8	5.4	0.8	3.3	0.0	0.5	7.5	-7.2	-0.6
COC(=O)c1ccccc1NC(=O)COC(=O)[C@H](C)NC(N)=O	3.4	-3.0	-2.3	-0.4	-2.0	3.2	0.6	0.8	-5.5	3.8
CCNc1nc(NCC)nc(Oc2ccc(OCC)nn2)n1	0.8	-4.6	0.4	0.1	2.0	5.3	-13.6	-1.2	-10.3	-1.1
COC(=O)c1c(C)[nH]c(C)c1-c1ccc(C)cc1	-0.5	1.1	7.0	0.2	8.1	-1.4	-3.9	0.1	-0.3	0.1
COCCOC1CCN(Cc2cn(Cc3ccccc3)nc2-c2cc3ccccc3o2)CC1	0.5	0.9	0.3	-0.4	-6.2	9.5	-0.5	-0.4	-8.6	1.1

Some of the entries above, set out differently.
Below each compound – LEDGF integ inh, PRMT1 FP inh, SIAE primary, proKLK7 act, TCR-CD3 inh, MBD2 DNA inh, TDP2 absorb, DDE Tn6 FP inh, DDE Tn7 FP inh, UHRF1 binding
- Fc1ccc2nc(-c3ccc(CN4CCC5(CC4)CNc4ccccc45)cc3)c(-c3ccccc3)nc2c1
→ -3.8, 2.8, -0.4, 1.2, -6.2, 0.7, -1.2, -4.3, -2.9, 2.2
- CNC(=O)NCCN1CCCC1=O
→ 0.0, -0.8, 5.4, 0.8, 3.3, 0.0, 0.5, 7.5, -7.2, -0.6
- COC(=O)c1ccccc1NC(=O)COC(=O)[C@H](C)NC(N)=O
→ 3.4, -3.0, -2.3, -0.4, -2.0, 3.2, 0.6, 0.8, -5.5, 3.8

Continuation:
SMILES	LEDGF integ inh	PRMT1 FP inh	SIAE primary	proKLK7 act	TCR-CD3 inh	MBD2 DNA inh	TDP2 absorb	DDE Tn6 FP inh	DDE Tn7 FP inh	UHRF1 binding
O=C(O)c1cc2c(ccc3ccccc32)oc1=O	0.4	-1.6	4.6	33.7*	8.0	-12.5	-4.4	10.5	6.0	-7.6
C#CCn1cc[n+](CC(=O)N(C)C)c1	-4.5	-2.9	-2.7	-0.3	1.1	-8.3	-0.1	3.0	2.0	-2.2
O=C(CSc1nnc(-c2ccncc2)n1-c1ccc(Cl)cc1)NCc1cccs1	-4.4	0.6	-1.3	0.1	-6.4	-2.9	-10.7	-8.8	2.5	1.6
CCOC(=O)c1nn(-c2ccc(C)cc2)cc1C(=O)c1ccccc1	0.3	-1.2	5.8	0.0	6.4	-0.6	-10.2	-3.6	-1.5	-0.6
CCOC(=O)[C@]12CCCC=C1N(Cc1ccc(OC)cc1)C(=O)[C@@H]2CC(=O)NCCCCc1ccccc1	1.1	8.1	1.3	0.4	nt	1.7	-2.9	2.4	-1.0	1.1
CC(=O)N1[C@@H](CO)[C@@H](c2ccc(-c3cccc(F)c3)cc2)[C@@H]1CNCC1CCC1	-4.6	1.8	-9.4	0.3	nt	4.7	-3.8	3.0	5.8	0.7
COCCNC(=O)CN(C(=O)CCC(=O)Nc1cc(C)on1)c1ccccc1C	0.9	-2.8	-2.1	0.2	2.5	2.1	-0.2	2.8	-5.9	-1.9
CC1(C)N=C(N)N=C(N)N1c1ccccc1	-7.0	-2.4	0.4	-0.1	12.9	-0.3	-2.2	0.4	5.6	-0.6
COc1ccc(NC(=O)C(=O)NNC(=O)COc2ccc(Cl)cc2)c(OC)c1	2.1	-3.8	1.5	-0.5	-3.7	-1.4	3.3	-9.1	0.1	-0.3
O=C(CC1C(=O)NCCN1Cc1cccc(C(F)(F)F)c1)NC1CCOCC1 (configuration not stated)	0.4	-1.7	-3.9	-0.2	3.1	-2.6	-9.9	-5.1	1.3	-1.7
CN1CCc2c(OCC(=O)N3CCC(Cc4ccccc4)CC3)cccc2C1=O	5.0	-4.0	2.9	-0.3	-1.6	-1.9	8.0	-1.9	-7.8	-1.3
Cc1ccccc1C(=O)c1cn[nH]c1-c1ccccc1O	8.8	2.7	0.5	-0.3	-4.8	8.3	-2.6	-1.9	2.9	1.0
COc1ccc(OC)c(C2SCCN2S(=O)(=O)c2cccc(C(F)(F)F)c2)c1 (configuration not stated)	-1.4	0.9	3.4	0.1	1.1	0.5	-9.5	-3.5	7.5	2.0
CCc1nc2oc3cc(OC)ccc3c(=O)c2c(=O)n1Cc1ccco1	0.6	1.1	3.6	0.0	0.0	0.9	-14.2	1.2	3.2	2.3
Fc1cccc(NC(=S)NCC(c2cccnc2)N2CCOCC2)c1 (configuration not stated)	-3.7	-2.4	2.0	-0.2	5.2	-5.9	-7.3	7.9	-6.0	2.8
O=c1[nH][nH]c(-c2ccccc2O)c1C(C[N+](=O)[O-])c1cccc(Cl)c1 (configuration not stated)	2.5	0.6	-2.7	-0.4	-1.7	-0.4	-4.0	3.7	12.1	-0.6
COc1ccc(CN(C)C(=O)c2ccc(NS(=O)(=O)c3ccc4[nH]c(=O)[nH]c4c3)cc2)c(OC)c1OC	0.0	2.4	-4.2	-0.8	-4.7	5.1	7.3	-3.7	3.6	1.4
Cc1cc(NC(=O)CSCC(=O)N2CCN(c3ccccc3)CC2)no1	2.0	-1.7	0.2	0.1	3.6	-4.6	4.8	-2.4	1.7	-0.2
CCC(NC(=O)c1ccccc1NC(=O)c1ccccc1)C(=O)NNC(=O)CSc1nc2ccccc2o1 (configuration not stated)	1.2	11.5	0.8	-0.8	1.4	2.1	-0.4	3.2	2.4	-1.2
Fc1ccc(CSc2nnc3ccccn23)c(Cl)c1	0.8	45.6*	2.9	0.2	-0.9	-4.4	2.3	-0.2	-1.7	-1.4
N=C1/C(=C/c2ccc(-c3cccc(C(=O)O)c3)o2)C(=O)N=C2SC=C(c3ccccc3)N12	23.6*	18.4	-30.8	-0.7	13.2	7.2	4.1	-1.4	-3.9	5.3
CCOC(CNC(=O)C(=O)NCC(c1ccco1)N1CCN(c2ccc(OC)cc2)CC1)OCC (configuration not stated)	-1.6	1.4	-1.4	-0.1	-6.3	6.8	-11.4	-7.9	3.6	15.1
COC(=O)c1cc(OC)c(OC)cc1NC(=S)NC(=O)c1ccco1	0.2	5.1	-1.5	-0.2	1.5	-3.5	1.5	7.9	9.3	-2.3
COc1cccc(N2C(=O)C3CCCN3C2c2cccs2)c1 (configuration not stated)	-1.6	-0.7	-3.1	-0.2	3.3	-3.3	5.9	-5.0	2.7	-1.2
CC(=O)Nc1ccc(NC(=O)c2ccccc2CCc2ccccc2)cc1	1.0	-0.7	5.9	-0.2	-1.2	0.5	-4.4	6.9	1.2	1.4
CCCCOCCCNC(=O)C[C@H]1C[C@@]2(C(=O)OC)C(=C[C@H](COCc3ccccc3)O[C@@H]2C)N(Cc2cccc3ccccc23)C1=O	-2.1	-1.0	6.1	-0.3	nt	-1.6	5.6	-2.1	4.1	-3.1
CCN(CC)CCC#CC(O)(c1ccccc1)C1CCCCC1 (configuration not stated)	3.7	-3.4	0.4	-0.2	0.5	1.4	0.8	1.5	-2.9	-1.0
Cc1ccccc1-c1cc(C(=O)NCc2cccc(C(F)(F)F)c2)n(CC2CC(c3cccnc3)=NO2)n1 (configuration not stated)	-2.8	-0.6	-15.2	-0.4	5.3	-3.2	0.2	5.9	-0.1	-1.9
CCOc1ccccc1NC(=O)NC1(C(=O)NCc2cccnc2)CCCCC1	0.4	5.9	2.9	0.6	-4.2	4.5	1.0	-3.3	0.8	2.7
C=CCSc1nnc2c(n1)OC(c1ccco1)Nc1ccccc1-2 (configuration not stated)	1.9	1.6	-0.9	0.5	2.0	-12.3	0.8	-6.3	-0.1	-13.5
COc1ccc(N2C(=O)CN=C2Nc2nc(C)cc(C)n2)cc1OC	0.7	2.1	0.8	0.5	-2.8	-2.5	-4.1	-10.9	-3.3	3.2
CC1(C)CC(=O)C=C(c2n[nH]nc2-c2ccc(F)c(F)c2)C1	0.4	0.9	-0.6	0.6	0.0	-4.0	-2.6	-3.6	-3.7	1.2
CCN(CC)CCN(CC)Cc1ccccc1Br	0.7	0.0	0.6	-0.4	0.2	1.8	7.8	2.9	-0.4	3.5
COc1cc(N(C(C)=O)c2ccc(O)cc2)c2ncccc2c1	-2.0	2.6	5.0	-0.3	-0.9	4.7	-3.6	-1.1	-0.3	3.4
COc1cc(/C=N/NC(=O)Cc2ccccc2)cc(OC)c1OC	6.2	-2.8	1.8	-1.1	-1.6	0.8	-11.3	-11.3	-1.9	-3.6
O=C(NS(=O)(=O)Oc1ccc(F)c(Cl)c1)OC[C@@H]1CCCN2CCCCC12 (some centres not stated)	3.6	-0.7	0.0	0.0	8.0	0.2	1.6	-9.2	-2.9	0.8
CCCCN1C2=C(C(=O)CCC2)C(c2ccc(Cl)c(Cl)c2)C2=C1c1ccccc1C2=O (configuration not stated)	0.2	5.2	-6.1	0.9	-3.0	-0.3	2.9	-7.5	1.0	1.6
Cc1ccc(S(=O)(=O)N(Cc2ccccc2F)C(=O)N2CCN(C)CC2)cc1	9.1	-3.3	-5.9	0.1	-5.5	-2.9	-9.9	-5.2	-7.5	1.2
Cc1ccc2c(c1)oc(=O)n2CC(=O)c1ccccc1	-0.3	3.7	0.7	0.8	-0.1	-0.8	-3.1	-2.7	1.9	0.9
N#Cc1nc(COc2ccc(Cl)cc2Cl)oc1N1CCOCC1	-1.6	1.6	4.6	0.2	4.0	-1.1	-9.6	13.0	-4.7	0.1

Compound activity as filed in PubChem.
